Mot1-301 SUMO = blocks SUMOylation pathway, rescuing yeast Mot1-301 growth; actives 1% (n = 320,000); growth rescue, % at 18.8 µM; S. cerevisiae Mot1-301 growth rescue, ATP luminescence, 38.5C; percent above DMSO median, 100 means doubled;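 active means every valid replicate shows activation above 250% relative to neutral control wells; inactive means the rest, any valid replicate at or below 250%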;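 further: OY570 slx delta 5 strain wells were the positive control but not used for scaling; some compounds called inactive have numbers as strong as hits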
phage Ecoli inh = E. coli growth loss with phage present | growth absorbance | inhibition, % at 11.9 µM | actives 0.26% (n = 360,000); in the data active means inhibition above about 11%
DSG3 Ab inh = human desmoglein-3 autoantibody binding inhibition. P32926. DSG3-coupled beads, scFv-anti-DSG3-GFP binding, flow cytometry; active compounds read low. binding (percent of control), % at 10 µM. actives 0.48% (n = 310,000);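 active means binding more than 3 SD below its plate's average and above zero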;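 further: hits lower antibody fragment binding to DSG3; some compounds called inactive have numbers as strong as hits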
HTR5A inv ag = counter-screen for OPRM1-OPRD1 inverse agonists: human HTR5A inverse agonism; P47898; HTR5A cell line, luminescence; inhibition, % at 9.3 µM; actives 0.083% (n = 340,000); in the data active means inhibition mostly above about 23%, no sharp cut-off; inactive means mostly below about 18%;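 further: 0% = cells with DMSO and 100% = no-cell wells with DMSO; some compounds called inactive have numbers as strong as hits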
MOR-DOR ag = agonists of human mu-delta opioid receptor heterodimerization | activation, % at 9.3 µM | P35372+P41143 | cells, OPRM1-OPRD1 heterodimerization, luminescence | actives 0.3% (n = 340,000); in the data active means activation above about 18%;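 further: 0% = vehicle-treated cells and 100% = reference agonist; values of inactives mirror those of a sister screen read the other way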
Target sequence (P35372 whole entry, looked up): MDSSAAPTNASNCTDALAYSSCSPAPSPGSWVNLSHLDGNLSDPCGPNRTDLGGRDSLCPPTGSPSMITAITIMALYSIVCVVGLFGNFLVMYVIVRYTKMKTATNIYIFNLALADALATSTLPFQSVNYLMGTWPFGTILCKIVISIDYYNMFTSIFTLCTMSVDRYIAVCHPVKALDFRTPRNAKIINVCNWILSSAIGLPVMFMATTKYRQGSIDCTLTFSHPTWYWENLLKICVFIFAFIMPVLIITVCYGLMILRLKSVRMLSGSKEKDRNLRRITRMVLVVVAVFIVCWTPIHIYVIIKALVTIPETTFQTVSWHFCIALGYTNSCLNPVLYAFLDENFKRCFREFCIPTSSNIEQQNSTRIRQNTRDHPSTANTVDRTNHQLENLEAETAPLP
Target sequence (P41143 whole entry, looked up): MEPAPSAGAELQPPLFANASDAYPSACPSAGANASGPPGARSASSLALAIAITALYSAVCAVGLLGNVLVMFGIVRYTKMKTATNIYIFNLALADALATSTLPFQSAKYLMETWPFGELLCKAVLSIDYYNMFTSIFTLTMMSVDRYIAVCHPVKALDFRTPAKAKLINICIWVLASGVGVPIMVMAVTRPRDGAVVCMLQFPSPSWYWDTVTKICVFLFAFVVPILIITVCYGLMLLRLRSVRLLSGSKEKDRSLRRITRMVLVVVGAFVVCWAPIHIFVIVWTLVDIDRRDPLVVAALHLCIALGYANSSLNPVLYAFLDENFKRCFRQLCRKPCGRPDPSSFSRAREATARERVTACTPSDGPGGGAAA
PfHsp90 set2 = reduces growth (ATP signal) of yeast expressing P. falciparum Hsp90. S. cerevisiae expressing PfHsp90, BacTiter-Glo ATP, 48 h; yeast lacking PDR1 and PDR3 efflux regulators. inhibition, % at 9.4 µM. actives 0.32% (n = 310,000). AID 504621;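 active means every replicate shows inhibition above about 80%, whatever the replicate mean, limit read from the data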;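 further: 0% = DMSO neutral controls and 100% = 20 µM radicicol positive controls; yeast relying on Plasmodium falciparum Hsp90 in place of its own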
PKA-R1A activ = activators of PKA-R1A complex; AID 504707; actives 0.083% (n = 340,000); activation, % at 11.4 µM; P00514+P68181; PKA-R1A dissociation, Cy5-IP20 fluorescence polarization; scaled: DMSO 0%, 113 µM cGMP 100%;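 active means percent activation above the mean of all tested compounds plus 3 SD, cut at about 19% in these data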;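 further: higher means more PKAc released from R1A so a rise in polarization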
OPRM1-OPRD1 inv = inverse agonist of human OPRM1-OPRD1 heterodimerization; actives 0.21% (n = 340,000); AID 504357; inhibition, % at 9.3 µM; cell-based MOR-DOR heterodimer luminescence, inverse agonism; in the data active means inhibition above about 22%, passing the limit was not always enough;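 further: 0% = cells with DMSO and 100% = wells without cells with DMSO; values of inactives mirror those of a sister screen read the other way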
AddAB inh = less growth of phage-infected E. coli with AddAB. E. coli expressing H. pylori AddAB, absorbance growth. inhibition, % at 11.9 µM. actives 0.29% (n = 330,000); in the data active means inhibition above about 12%;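 further: 0% = vehicle wells of infected cells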
Ecoli viability = counter-screen for AddAB inhibitors: E. coli growth inhibition; E. coli V3065 growth, OD600 absorbance, 18 h; inhibition, % at 11.9 µM; actives 0.27% (n = 330,000);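 active means inhibition above the campaign's mean inhibition across all tested compounds plus 3 SD, cut at about 9.9% in these data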;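 further: uninfected addAB+ strain grown without phage in ampicillin broth; 0% = DMSO wells and 100% = ciprofloxacin 0.95 µg/ml wells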
HTR5A ag = counter-screen for OPRM1-OPRD1 agonists: human HTR5A agonism | HTR5A agonist assay, luminescence, cell-based | P47898 | activation, % at 9.3 µM | actives 0.61% (n = 340,000) | AID 504692; in the data active means activation mostly above about 9.5%, no sharp cut-off; inactive means mostly below about 7.6%;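 further: 0% = cells with vehicle only and 100% = reference agonist; strong numbers were not always called active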
Numbers without * were called inactive.

`O=C(N/N=C/c1ccc(C(F)(F)F)cc1)c1ccc(O)cc1` gave phage Ecoli inh 0.8, HTR5A inv ag -21, MOR-DOR ag -2.5, PfHsp90 set2 25, PKA-R1A activ -8, OPRM1-OPRD1 inv 13, AddAB inh -0.2, Ecoli viability -2.6 and HTR5A ag 1.
For CCC(=O)C1CCCN(C(=O)c2ccc(OC)c(OC3CCN(C(C)=O)CC3)c2)C1 (configuration not stated) the results were Mot1-301 SUMO 7, phage Ecoli inh 1.8, DSG3 Ab inh 98, HTR5A inv ag 13, MOR-DOR ag -2.7, PfHsp90 set2 3, PKA-R1A activ 17, OPRM1-OPRD1 inv 14, AddAB inh 1.3, Ecoli viability 1.9 and HTR5A ag 3.
Screening CCC1(CC)C(=O)N(C)C(=O)NC1=NCc1ccccc1 returned Mot1-301 SUMO -2, phage Ecoli inh 1.4, DSG3 Ab inh 101, HTR5A inv ag 6, MOR-DOR ag -3.6, PfHsp90 set2 -10, PKA-R1A activ -12, OPRM1-OPRD1 inv 15, AddAB inh 1.8, Ecoli viability -0.8 and HTR5A ag -3.
For N=c1c(C(=O)NCCN2CCOCC2)cc2c(=O)n3ccccc3nc2n1CCCN1CCOCC1 the results were Mot1-301 SUMO 336, phage Ecoli inh 2.2, DSG3 Ab inh 94, HTR5A inv ag 1, MOR-DOR ag -1.9, PfHsp90 set2 25, PKA-R1A activ 5, OPRM1-OPRD1 inv 10, AddAB inh 3.7, Ecoli viability 0.1 and HTR5A ag 0.
For COc1cccc(NC(=O)COc2ccc(N3CC(C(=O)NCC(C)C)CC3=O)cc2)c1 (configuration not stated) the results were Mot1-301 SUMO -14, phage Ecoli inh 3.1, DSG3 Ab inh 103, HTR5A inv ag 6, MOR-DOR ag 0.6, PfHsp90 set2 6, PKA-R1A activ 0, OPRM1-OPRD1 inv -3, AddAB inh -0.4, Ecoli viability -0.2 and HTR5A ag -2.
For CCN(CC)CCCN=C1N[C@@H](c2cccc(C(F)(F)F)c2)C(C(=O)OC)=C(C)N1CC the results were Mot1-301 SUMO -8, phage Ecoli inh -0.6, DSG3 Ab inh 99, HTR5A inv ag -2, MOR-DOR ag -0.8, PfHsp90 set2 11, PKA-R1A activ -1, OPRM1-OPRD1 inv 4, AddAB inh 2.0, Ecoli viability -0.5 and HTR5A ag 2.
Screening CCc1nnc(NC2=NCCC2)s1 returned phage Ecoli inh 1.6, DSG3 Ab inh 98, HTR5A inv ag -10, MOR-DOR ag -1.0, PfHsp90 set2 11, PKA-R1A activ -2, OPRM1-OPRD1 inv 6, AddAB inh 2.4, Ecoli viability 0.3 and HTR5A ag -1.
Screening CCOC(=O)C(C(=O)Nc1ccc(C)cc1)C1CCCCC1 (configuration not stated) returned Mot1-301 SUMO 5, phage Ecoli inh 3.1, DSG3 Ab inh 112, HTR5A inv ag -11, MOR-DOR ag -1.0, PfHsp90 set2 -1, PKA-R1A activ 0, OPRM1-OPRD1 inv 5, AddAB inh 3.5, Ecoli viability 2.0 and HTR5A ag 2.
Screening Cc1ccc(C(=O)Nc2ccccc2C(=O)N2CC3(C)CC2CC(C)(C)C3)cc1 (configuration not stated) returned phage Ecoli inh 0.5, DSG3 Ab inh 100, HTR5A inv ag -7, MOR-DOR ag 6.8, PfHsp90 set2 -92, PKA-R1A activ -10, OPRM1-OPRD1 inv -39, AddAB inh -1.2, Ecoli viability -1.6 and HTR5A ag 1.
`CCC(C)Cn1cnc2c(SCc3ccccn3)nc(N)nc21` (configuration not stated) gave phage Ecoli inh 0.5, DSG3 Ab inh 109, HTR5A inv ag -18, MOR-DOR ag -0.8, PfHsp90 set2 21, PKA-R1A activ -6, OPRM1-OPRD1 inv 4 and HTR5A ag 4.
Screening Cc1ccccc1NS(=O)(=O)c1cc(C(=O)NCCC2=CCCCC2)ccc1C returned Mot1-301 SUMO 3, phage Ecoli inh 1.8, DSG3 Ab inh 94, HTR5A inv ag 1, MOR-DOR ag 1.8, PfHsp90 set2 20, PKA-R1A activ -6, OPRM1-OPRD1 inv -11, AddAB inh -2.5, Ecoli viability -2.1 and HTR5A ag -1.
Screening O=C1CSC(=S)N1N=Cc1c(O)ccc2ccccc12 returned phage Ecoli inh 2.0, DSG3 Ab inh 94, HTR5A inv ag -5, MOR-DOR ag 1.3, PfHsp90 set2 14, PKA-R1A activ 3, OPRM1-OPRD1 inv -6 and HTR5A ag 1.

2 entries drawn at random from the list so far:
Screening CCOC(=O)C(C(=O)Nc1ccc(C)cc1)C1CCCCC1 (configuration not stated) returned Mot1-301 SUMO 5, phage Ecoli inh 3.1, DSG3 Ab inh 112, HTR5A inv ag -11, MOR-DOR ag -1.0, PfHsp90 set2 -1, PKA-R1A activ 0, OPRM1-OPRD1 inv 5, AddAB inh 3.5, Ecoli viability 2.0 and HTR5A ag 2.
`CCC(C)Cn1cnc2c(SCc3ccccn3)nc(N)nc21` (configuration not stated) gave phage Ecoli inh 0.5, DSG3 Ab inh 109, HTR5A inv ag -18, MOR-DOR ag -0.8, PfHsp90 set2 21, PKA-R1A activ -6, OPRM1-OPRD1 inv 4 and HTR5A ag 4.

The list continues:
For CN(CCOc1ccccc1)CC(O)COc1ccccc1 (configuration not stated) the results were Mot1-301 SUMO 220, phage Ecoli inh 0.5, DSG3 Ab inh 101, HTR5A inv ag -5, MOR-DOR ag -2.5, PfHsp90 set2 -5, PKA-R1A activ 3, OPRM1-OPRD1 inv 13, AddAB inh 4.9, Ecoli viability 1.8 and HTR5A ag -2.
`Cc1cccc(NC(=O)CN2CCCN(S(=O)(=O)c3ccc(Br)s3)CC2)c1` gave Mot1-301 SUMO 586, phage Ecoli inh 0.5, DSG3 Ab inh 96, HTR5A inv ag -27, MOR-DOR ag 1.2, PfHsp90 set2 -11, PKA-R1A activ 9, OPRM1-OPRD1 inv -7, AddAB inh -1.4, Ecoli viability 0.4 and HTR5A ag 1.
For CC(=O)C1=C(c2ccccc2)NC(=O)NC1c1ccc(O)c(Cl)c1 (configuration not stated) the results were Mot1-301 SUMO -12, phage Ecoli inh 1.8, DSG3 Ab inh 110, HTR5A inv ag -12, MOR-DOR ag -1.8, PfHsp90 set2 10, PKA-R1A activ 4, OPRM1-OPRD1 inv 10 and HTR5A ag 6.
`O=C1NN(c2ccccc2)C(=O)/C1=C/c1coc2ccccc2c1=O` gave Mot1-301 SUMO 4, phage Ecoli inh 4.3, DSG3 Ab inh 98, HTR5A inv ag 3, MOR-DOR ag -1.2, PfHsp90 set2 -13, PKA-R1A activ -6, OPRM1-OPRD1 inv 7, AddAB inh 4.1, Ecoli viability 0.7 and HTR5A ag -1.
Screening O=C1CCCCCN1C(=O)c1ccccc1 returned phage Ecoli inh 1.5, DSG3 Ab inh 96, HTR5A inv ag -4, MOR-DOR ag -1.1, PfHsp90 set2 11, PKA-R1A activ -4, OPRM1-OPRD1 inv 5 and HTR5A ag 1.
Screening O=C1C=CC(=O)N1Cc1ccccn1 returned phage Ecoli inh 1.2, DSG3 Ab inh 100, HTR5A inv ag -5, MOR-DOR ag -0.9, PKA-R1A activ 2, OPRM1-OPRD1 inv 5 and HTR5A ag 1.
COc1ccc(CN2CCN(C(=O)c3ccc4nc(N5CCOCC5)sc4c3)CC2)c(OC)c1OC was read as Mot1-301 SUMO -10, phage Ecoli inh 2.7, DSG3 Ab inh 104, HTR5A inv ag -6, MOR-DOR ag -0.6, PfHsp90 set2 -9, PKA-R1A activ 3, OPRM1-OPRD1 inv 3, AddAB inh 0.5, Ecoli viability -0.5 and HTR5A ag -1.
For CCC(C)(C)C1CCC2(CC1)NC(=O)N(CC(=O)N(C)CCOc1ccc(Cl)cc1)C2=O (configuration not stated) the results were phage Ecoli inh 2.1, DSG3 Ab inh 103, HTR5A inv ag 12, MOR-DOR ag 3.4, PfHsp90 set2 19, PKA-R1A activ -2, OPRM1-OPRD1 inv -23 and HTR5A ag -5.
`O=C(c1ccc(Cl)c(S(=O)(=O)N2CCCCCC2)c1)N1CCN(CCO)CC1` gave Mot1-301 SUMO 5, phage Ecoli inh 1.4, DSG3 Ab inh 101, HTR5A inv ag 0, MOR-DOR ag 0.5, PfHsp90 set2 9, PKA-R1A activ 5, OPRM1-OPRD1 inv -3, AddAB inh -0.9, Ecoli viability -0.5 and HTR5A ag 2.
Screening Cc1csc2nc(SCC(=O)Nc3ccccc3F)[nH]c(=O)c12 returned Mot1-301 SUMO inactive, phage Ecoli inh 1.0, HTR5A inv ag 7, MOR-DOR ag -1.6, PfHsp90 set2 24, PKA-R1A activ 7, OPRM1-OPRD1 inv 9, AddAB inh 7.5, Ecoli viability -1.1 and HTR5A ag -2.
O=c1[nH]c2ccccc2nc1Cc1ccc(Cl)cc1 was read as Mot1-301 SUMO 4, phage Ecoli inh 5.5, DSG3 Ab inh 88, HTR5A inv ag -16, MOR-DOR ag 0.6, PfHsp90 set2 -24, PKA-R1A activ 6, OPRM1-OPRD1 inv -4, AddAB inh 1.2, Ecoli viability 2.1 and HTR5A ag -8.
Screening COc1cccc2c1cc1c(=O)n(CC(=O)NCCCc3ccccc3)nc(C)n12 returned Mot1-301 SUMO 90, DSG3 Ab inh 103, HTR5A inv ag -16, MOR-DOR ag -2.5, PfHsp90 set2 -79, PKA-R1A activ -4, OPRM1-OPRD1 inv 13, AddAB inh 3.4, Ecoli viability -0.4 and HTR5A ag 4.
`CCOc1ccc2nc(SCC(=O)c3ccc(C)s3)sc2c1` gave phage Ecoli inh 3.1, HTR5A inv ag -36, MOR-DOR ag -1.8, PfHsp90 set2 -9, PKA-R1A activ 5, OPRM1-OPRD1 inv 10, AddAB inh 0.0, Ecoli viability -2.6 and HTR5A ag 6.
`Cc1cc(N)n2ncc(-c3ccc(F)cc3)c2n1` gave Mot1-301 SUMO 12, phage Ecoli inh 1.1, DSG3 Ab inh 110, HTR5A inv ag -23, MOR-DOR ag 4.6, PfHsp90 set2 -3, PKA-R1A activ 0, OPRM1-OPRD1 inv -26, AddAB inh 0.3, Ecoli viability -2.0 and HTR5A ag 5.
`COc1ccc(-c2cc(C(=O)N3CCN(c4ccccn4)CC3)c3ccccc3n2)cc1` gave Mot1-301 SUMO -4, phage Ecoli inh 2.0, DSG3 Ab inh 94, HTR5A inv ag -5, MOR-DOR ag 0.6, PKA-R1A activ -2, OPRM1-OPRD1 inv -3, AddAB inh 3.1, Ecoli viability -2.4 and HTR5A ag 1.
`CCOc1ccc(/C=N/NC(=O)c2ccc(Cn3cc(Br)cn3)o2)cc1` gave Mot1-301 SUMO 1, phage Ecoli inh 7.2, DSG3 Ab inh 103, HTR5A inv ag 16, MOR-DOR ag 2.1, PfHsp90 set2 -4, PKA-R1A activ -10, OPRM1-OPRD1 inv -15, AddAB inh 1.1, Ecoli viability 0.7 and HTR5A ag 1.
